High-throughput results: PubChem BioAssay, The Scripps Research Institute Molecular Screening Center
V1R ag counter = activates human V1a receptor in oxytocin agonist counter-screen. P37288. CHO-V1R cells, Fluo-8 calcium fluorescence, agonist mode; 0% DMSO, 100% 3 nM vasopressin. activation, % at 3 µM. hit rate 0.25% among 320,000. AID 2797;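 active = activation above the mean activation of all tested compounds plus 3 SD, per screening run, cut at about 20% in these data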;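 note: signal is peak over basal fluorescence ratio across a 100 second FLIPR read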
Target sequence (P37288 whole entry, looked up): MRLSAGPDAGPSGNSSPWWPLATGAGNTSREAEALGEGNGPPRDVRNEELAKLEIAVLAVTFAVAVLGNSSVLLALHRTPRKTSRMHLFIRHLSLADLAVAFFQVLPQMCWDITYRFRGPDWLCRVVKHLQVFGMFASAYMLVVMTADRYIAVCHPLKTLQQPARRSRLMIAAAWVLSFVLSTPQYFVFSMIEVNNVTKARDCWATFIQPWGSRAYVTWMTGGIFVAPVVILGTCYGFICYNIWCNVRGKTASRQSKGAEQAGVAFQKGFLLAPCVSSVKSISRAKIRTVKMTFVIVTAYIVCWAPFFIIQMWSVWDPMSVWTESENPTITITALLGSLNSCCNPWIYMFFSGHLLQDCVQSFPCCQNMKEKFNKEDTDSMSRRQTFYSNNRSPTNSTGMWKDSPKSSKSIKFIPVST
OXTR potentiator = human OXTR potentiation; P30559; CHO-OTR cells, Fluo-8 calcium fluorescence, potentiator mode; 0% = oxytocin EC15, 100% = EC100; activation, % at 3 µM; hit rate 0.061% among 320,000; AID 2445;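 active = activation above that plate's cutoff, the mean activation of tested compounds plus 3 SD, cut at about 6.6% in these data, passing the limit was not always enough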;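 note: 100% uses oxytocin at 75 nM as the full agonist control; some results filed as inactive read as strong as hits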
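Replication – single well per compound, singlicate · Assay system – CHO cell line stably expressing human OTR · Timing – 6 min pre-incubation, 100 s read · Measure – normalized max/min fluorescence ratio, % activation · Doses – 3.0 µM, one dose · Detection – Fluo-8 calcium dye fluorescence · Probe or stimulus – oxytocin near EC15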
TAAR1 antag = human TAAR1 antagonism. hit rate 1.5% among 360,000. inhibition, % at 3 µM. CHO RD-HGA16 TAAR1, Fluo-8 calcium fluorescence, antagonist. Q96RJ0. AID 624466;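 active = inhibition above a per-plate cutoff, the mean inhibition of test compounds on that plate plus 3 SD, cut at about 49% in these data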;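 note: 0% = DMSO plus EC80 beta-PEA response and 100% = DMSO alone without agonist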
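Test system – hTAAR1-expressing CHO RD-HGA16 cells, Gα16-coupled · Reagent – β-PEA at EC80 concentration, post-compound challenge · Compound dosing – 3 µM, single point · Timing – 140 s kinetic read after compound, 140 s after agonist · Detection – Fluo-8 intracellular calcium dye fluorescence, real-time kinetic reads · Control set – DMSO and EC80 PEA controls · Repeats – n of 1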
CHO parental Ca = counter-screen for OX1R antagonists: effect in parental CHO cells | parental CHO-K1, ATP-induced calcium, Fluo-8 fluorescence | inhibition, % at 5.6 µM | hit rate 0.63% among 330,000;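 active = inhibition above that plate's mean sample inhibition plus 3 SD, cut at about 26% in these data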;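 note: 0% = ATP-challenged DMSO wells and 100% = DMSO wells without ATP; some compounds past the cut are filed as inactive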
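Test system: untransfected parental CHO cell line; also added: ATP stimulus; dosing: 5.6 µM, single dose; signal: calcium-sensitive Fluo-8 fluorescence; measure: percent inhibition of ATP-evoked calcium rise, normalized to controls; benchmarks: low control ATP plus DMSO, high control DMSO only; replication: one well per compound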
TAAR1 ag = agonists of human TAAR1; Q96RJ0; CHO RD-HGA16 TAAR1, Fluo-8 calcium fluorescence; vehicle wells 0%, saturating PEA agonist 100%; hit rate 0.99% among 360,000; activation, % at 3 µM;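 active = activation above the mean activation of all test compounds in the run plus 3 SD, cut at about 38% in these data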
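System: CHO-derived RD-HGA16 cells with stable Gα16 and human TAAR1 / Times: 17-24 h plating, Fluo-8 75 min 37 °C, 30 min RT / Technique: calcium-sensitive Fluo-8 signal, excitation 470-495, emission 515-575 nm / Measure: % activation relative to PEA EC100 response / Benchmarks: DMSO and PEA EC100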
CHRM1 antagonist = antagonists of human M1 muscarinic receptor; P11229; CHO-K1 hM1, Fluo-8 calcium fluorescence, ACh EC80 antagonist; inhibition, % at 3 µM; hit rate 1.3% among 360,000; AID 588852;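 active = percent inhibition above its own plate's cutoff, namely the mean of that plate's compound wells plus 3 SD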;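 note: peak over basal fluorescence ratio during 140 s after agonist addition; 0% = ACh EC80 plus DMSO and 100% = DMSO alone without agonist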
Target sequence (P11229 whole entry, looked up): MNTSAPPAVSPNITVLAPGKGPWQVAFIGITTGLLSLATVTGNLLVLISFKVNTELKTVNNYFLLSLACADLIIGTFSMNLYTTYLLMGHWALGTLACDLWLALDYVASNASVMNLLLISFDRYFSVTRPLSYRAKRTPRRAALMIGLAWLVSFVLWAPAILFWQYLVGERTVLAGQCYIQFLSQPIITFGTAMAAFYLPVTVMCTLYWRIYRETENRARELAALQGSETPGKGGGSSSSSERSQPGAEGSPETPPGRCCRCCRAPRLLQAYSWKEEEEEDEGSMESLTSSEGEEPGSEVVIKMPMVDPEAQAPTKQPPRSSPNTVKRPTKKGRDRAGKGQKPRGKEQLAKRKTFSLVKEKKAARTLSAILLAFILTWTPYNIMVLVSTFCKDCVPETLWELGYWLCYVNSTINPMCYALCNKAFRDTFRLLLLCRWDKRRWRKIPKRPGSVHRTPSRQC
CHRM1 PAM = potentiates human M1 receptor response to acetylcholine. P11229. activation, % at 3 µM. hit rate 0.088% among 360,000. CHO-K1 hM1, Fluo-8 calcium fluorescence, ACh EC20; 0% = ACh EC20, 100% = maximal ACh; in the data active = activation above about 19%, passing the limit was not always enough
CHRM1 agonist = human M1 muscarinic receptor agonism | CHO-K1 hM1, Fluo-8 calcium fluorescence, agonist mode; 0% DMSO, 100% acetylcholine EC100 | activation, % at 3 µM | AID 588814 | hit rate 0.33% among 360,000;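 active = activation above the run's mean compound activation plus 3 SD, cut at about 16% in these data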;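 note: peak over basal fluorescence ratio within a 140 s kinetic read after compound addition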
OXTR agonist = agonists of human oxytocin receptor. CHO-OTR cells, Fluo-8 calcium fluorescence; normalized: DMSO 0%, oxytocin 100%. hit rate 0.32% among 320,000. activation, % at 3 µM;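 active = activation above the mean of all tested compounds plus 3 SD, cutoff set per screening run, cut at about 20% in these data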;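 note: peak over basal fluorescence ratio from a 100 s FLIPR kinetic read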
* marks the source's active call; other numbers are inactive results; · = not tested or not shown.

SMILES	V1R ag counter	OXTR potentiator	TAAR1 antag	CHO parental Ca	TAAR1 ag	CHRM1 antagonist	CHRM1 PAM	CHRM1 agonist	OXTR agonist
CN(C)c1ncc(S(=O)(=O)c2ccccc2)c(-c2ccc(Cl)cc2Cl)n1	-0.3	-5	23	4	8	-8	-5	-6	-2.7
COc1ccc(N2CCN(C(=O)Cn3ncc4c([nH]c5ccccc54)c3=O)CC2)cc1	1.1	-1	37	-8	14	15	-6	0	0.5
CN(CC(=O)Nc1ccc(F)cc1)C(=O)COC(=O)c1nc(Cl)ccc1Cl	·	·	-14	·	4	-21	15	-1	·
Cc1ccc(NC(=O)C2CCN(c3ncnc4sc(C)c(C)c34)CC2)cc1S(=O)(=O)N(C)C	0.3	-7	34	-6	7	14	-8	-2	-0.9
O=C(/C=C\c1ccco1)c1ccc(NC(=O)c2ccco2)cc1	0.0	-4	6	-9	3	22	-14	-3	-1.7
CC(C)N(C(=O)[C@H]1C[C@H](CC(=O)NCc2cccc(C(F)(F)F)c2)C(=O)N2CCc3c([nH]c4cc(CCC(=O)N(C)C)ccc34)[C@]12C)C(C)C	·	·	-16	-31	3	-8	-2	-8	·
O=C(CCCCn1c(=O)c2ccccc2n(CC(=O)Nc2cccc(F)c2)c1=O)NCc1ccco1	-0.8	-8	-18	-26	8	-5	3	-5	-2.0
Cc1cc(C(=O)N2CCOCC2)c(C)o1	-0.4	1	-12	-14	-1	3	2	-3	0.6
Cc1cc(NC(=O)/C=C\C(=O)O)c([N+](=O)[O-])cc1C	1.7	4	-34	-6	2	6	-2	-5	0.2
C=CCn1c(SCC(=O)Nc2nncs2)nnc1-c1ccco1	0.3	-4	0	7	-1	1	2	5	0.7
CC(C)CCN(C(=O)c1cn2ccccc2n1)c1c(N)n(Cc2ccccc2)c(=O)[nH]c1=O	·	·	-53	·	2	-11	8	-1	·
Cn1c(N)c(C(=O)COC(=O)c2cc(C3CC3)nc3ccccc23)c(=O)n(Cc2ccccc2)c1=O	1.9	-16	26	-7	2	-1	-3	-4	0.1

Single values from the entries so far.
Cc1ccc(NC(=O)C2CCN(c3ncnc4sc(C)c(C)c34)CC2)cc1S(=O)(=O)N(C)C in OXTR potentiator = -7
Cc1cc(C(=O)N2CCOCC2)c(C)o1 in CHRM1 antagonist = 3
O=C(CCCCn1c(=O)c2ccccc2n(CC(=O)Nc2cccc(F)c2)c1=O)NCc1ccco1 in OXTR potentiator = -8

The list goes on:
SMILES	V1R ag counter	OXTR potentiator	TAAR1 antag	CHO parental Ca	TAAR1 ag	CHRM1 antagonist	CHRM1 PAM	CHRM1 agonist	OXTR agonist
O=C(NC1CCS(=O)(=O)C1)c1ccc(S(=O)(=O)NCC2CCCO2)cc1 (configuration not stated)	0.5	-8	5	-6	8	-23	-3	0	0.7
CCN(CC)S(=O)(=O)c1ccc(NC(=O)CSc2cccc[n+]2[O-])cc1	0.5	-2	·	-4	·	-1	1	-6	0.9
CS/C(=C(/C#N)S(=O)(=O)c1ccc(Cl)cc1)N1CCOCC1	-1.9	-18	-29	-7	2	-7	8	-5	-0.6
Cc1cc(C)n(CCOc2ccc(Br)cc2)n1	0.6	-1	7	-5	1	18	-16	-11	-0.7
O=C(CSc1cn(Cc2ccccc2)c2ccccc12)N1CCOCC1	2.4	-5	15	-1	0	-12	18	3	-0.4
CCOc1ccc(Br)cc1S(=O)(=O)Nc1ccc(C(=O)OC(C)C(=O)N(C)c2ccccc2)cc1 (configuration not stated)	0.8	-13	4	7	1	2	-2	-5	0.9
COc1cc(NS(=O)(=O)c2ccc(NC(=O)NC3CCCCC3)cc2)nc(OC)n1	0.2	-4	10	-10	4	8	-2	-2	0.4
COc1ccc(NS(=O)(=O)c2cccc(C(=O)N3CCN(C(=O)c4ccco4)CC3)c2)cc1	0.7	5	9	-13	3	24	-8	-1	1.1
Cn1c(=S)[nH]c(=O)c2ncc(=O)[nH]c21	-0.1	-12	20	10	0	9	1	-2	0.0
COc1ccccc1C(=O)NCC(=O)OC(C)C(=O)N(C)C1CCCCC1 (configuration not stated)	-0.3	2	-21	-4	3	7	2	-6	0.2
O=C(CNS(=O)(=O)c1ccccc1)N1CCN(c2ccccc2)CC1	1.6	-4	-22	-14	10	0	7	0	-0.3
CCC(C)(C(=O)NC1CCCCC1)N(Cc1ccco1)C(=O)c1cnccn1 (configuration not stated)	0.0	0	-7	-15	3	2	0	-4	0.2

Exported with two lines to a compound: 3 of the compounds above
Second line of a record – V1R ag counter, OXTR potentiator, TAAR1 antag, CHO parental Ca, TAAR1 ag, CHRM1 antagonist, CHRM1 PAM, CHRM1 agonist, OXTR agonist
- O=C(CSc1cn(Cc2ccccc2)c2ccccc12)N1CCOCC1
  2.4, -5, 15, -1, 0, -12, 18, 3, -0.4
- Cc1cc(C(=O)N2CCOCC2)c(C)o1
  -0.4, 1, -12, -14, -1, 3, 2, -3, 0.6
- CS/C(=C(/C#N)S(=O)(=O)c1ccc(Cl)cc1)N1CCOCC1
  -1.9, -18, -29, -7, 2, -7, 8, -5, -0.6

(next part)
SMILES	V1R ag counter	OXTR potentiator	TAAR1 antag	CHO parental Ca	TAAR1 ag	CHRM1 antagonist	CHRM1 PAM	CHRM1 agonist	OXTR agonist
COc1ccc(C(=O)CC(Sc2ccccc2N)c2ccc(OC)cc2)cc1 (configuration not stated)	·	·	18	·	8	-1	0	-1	·
O=C(Nc1ccon1)c1sc2cc(Cl)ccc2c1Cl	0.1	-5	-12	1	0	-8	6	-3	1.7
OC(c1ccc(Cl)cc1)c1ncc(-c2ccccc2F)[nH]1 (configuration not stated)	·	·	-3	·	1	-2	-2	-1	·
Cc1cccc(NCc2n[nH]c(=S)n2-c2ccccc2)c1	2.6	3	-6	-5	4	-12	12	-6	-0.1
Cc1ccc(OCC(=O)NCCNC(=O)c2ccncc2)cc1C	1.1	-10	1	3	1	-13	14	0	0.5
CCCCn1c(N)c(N(C)C(=O)CCCn2c(=O)oc3ccccc32)c(=O)[nH]c1=O	·	·	-27	·	2	0	-1	-6	·
CC1(C)CC(=O)C(C2c3ccccc3S(=O)(=O)c3ccccc32)C(=O)C1	-0.3	-12	-21	7	14	0	2	-2	-0.8
CC(=O)Nc1ccc2sn(-c3ccccc3)c(=O)c2c1	·	·	13	·	19	-13	6	3	·
COc1ccc(Cl)cc1C(=O)NNC(=O)CNC(=O)c1ccc(C)s1	0.2	-7	0	-19	1	-19	11	-2	-1.5
S=c1[nH]nc(Cn2nnc3ccccc32)n1-c1ccc(Cl)cc1	0.6	-4	-12	-2	2	-11	12	1	1.5
CCCCNc1c(-c2ccc(OC)c(SC(C)CC)c2)nc2cnccn12 (configuration not stated)	·	·	3	·	4	18	-14	-9	·
CC(=O)c1ccc(NC(=O)CSc2nnc(NC(=O)CN3CCOCC3)s2)cc1	-0.7	-11	-12	-9	11	-28	4	-1	-0.2

Exported with bars between the fields: three of the compounds above
canonical_smiles | V1R ag counter | OXTR potentiator | TAAR1 antag | CHO parental Ca | TAAR1 ag | CHRM1 antagonist | CHRM1 PAM | CHRM1 agonist | OXTR agonist
OC(c1ccc(Cl)cc1)c1ncc(-c2ccccc2F)[nH]1 (configuration not stated) | · | · | -3 | · | 1 | -2 | -2 | -1 | ·
Cc1cccc(NCc2n[nH]c(=S)n2-c2ccccc2)c1 | 2.6 | 3 | -6 | -5 | 4 | -12 | 12 | -6 | -0.1
Cc1ccc(OCC(=O)NCCNC(=O)c2ccncc2)cc1C | 1.1 | -10 | 1 | 3 | 1 | -13 | 14 | 0 | 0.5

Next part.
SMILES	V1R ag counter	OXTR potentiator	TAAR1 antag	CHO parental Ca	TAAR1 ag	CHRM1 antagonist	CHRM1 PAM	CHRM1 agonist	OXTR agonist
COc1ccc2cc(C(=O)c3ccccc3)c(=O)oc2c1	-0.6	-5	0	-8	7	4	-1	-3	0.4
CC(C)CC(C(=O)O)N1C(=O)C2C3CC(C2C1=O)C1C(c2ccccc2)c2sc(=O)[nH]c2SC31 (configuration not stated)	0.8	-3	-11	-5	1	-7	5	-4	-0.7
CCN1C(=O)[C@@H]2[C@@H](c3ccc(-c4cccc(Cl)c4)c(OC)c3)N3CCCC[C@@]3(C(=O)OC)[C@@H]2C1=O	1.8	-9	-20	-23	1	-9	-3	-4	0.1
C/C(=N\NC(=O)C(O)(c1ccccc1)c1ccccc1)c1ccc(C)o1	0.0	-3	11	-2	-1	-4	8	-9	-0.8
O=C(NC(=S)Nc1ccc(F)cc1)c1ccc2c(c1)OCCO2	4.3	-8	19	-2	4	6	-5	-2	3.6
O=C(O)COCc1nc2ccccc2[nH]1	0.3	-2	1	-1	7	-1	2	-4	0.8
O=C(C1CC(=O)N(c2ccccc2)C1)N1CCN(c2ccccc2F)CC1 (configuration not stated)	-0.3	-11	-15	-10	1	-4	5	-1	-0.3
CCOC(=O)N1CCC(NC(=O)COc2cc(=O)n(C)c3ccccc23)CC1	-0.3	-4	-3	-8	-1	-4	10	1	-0.2
CC(=O)O/N=C(/C)c1ncc(C(F)(F)F)cc1N1CCOCC1	0.3	-12	-21	-5	10	-7	6	-3	-0.6
Cc1ccccc1Cn1cc(C)c(=O)[nH]c1=O	1.3	-3	-10	-11	13	-14	19	-1	0.5
Cc1ccc(CNC(=O)Cc2ccc(-n3c(=O)[nH]c4ccsc4c3=O)cc2)cc1	0.9	-6	-7	-2	0	5	-4	-2	0.7
COc1cc(NC(=S)Nc2ccc(S(=O)(=O)N3CCOCC3)cc2)cc(OC)c1OC	0.9	4	-3	0	10	-5	8	-5	1.0
CN(Cc1ccccc1F)C(=O)C(Cc1ccccc1)NC(=O)c1ccccc1 (configuration not stated)	-0.9	-3	·	-21	·	34*	-13	-1	-2.9
